Compound activity deposited in PubChem by several laboratories.
K1F lysis inhibition – inhibition of K1F phage lysis, E. coli UTI89, bacterial capsule biogenesis inhibitors, alamar blue (AID 488966) | actives 0.02% (n = 340,000) | E. coli UTI89 K1F phage lysis, alamar blue, 2 h; higher % means a stronger effect | inhibition, % at 100 µM, or IC50 in µM where a hit was titrated;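 active = phage lysis inhibition, versus mean bacterial control, above a set limit; inconclusive = no clear call, values can overlap the other calls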;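 note: capsule biogenesis inhibitors block K1F phage lysis so surviving cells raise fluorescence; higher fluorescence means more inhibition of phage lysis; actives were called in the ten point dose series up to 300 µM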
SV40 large T antigen – SV40 large T antigen inhibitors, biochemical (AID 1903); actives 0.39% (n = 310,000); inhibition, % at 20 µM, or IC50 in µM where a hit was titrated; SV40 large T antigen ATPase/helicase inhibition assay; higher % means a stronger effect; in the data active = a potency from the dose series; inconclusive = inhibition mostly from about 32% at the one dose, without a potency; inactive = the rest, 99 in 100 with inhibition below about 32%; note: strong numbers were not always called active
RSV CPE inhibition – inhibition of RSV-induced cytopathic effect – HEp-2 cells, primary 10 µM value included (AID 2391); HEp-2 cells, RSV-induced CPE inhibition; higher % means a stronger effect; one-dose CPE inhibition, % at 10 µM; IC50 in µM for titrated hits; actives 0.13% (n = 310,000); in the data active = a potency from the dose series; inconclusive = CPE inhibition mostly from about 23% at the one dose, without a potency; inactive = the rest, 99 in 100 with CPE inhibition below about 21%; note: strong numbers were not always called active
Rac1 GTP hydrolysis – MgcRacGAP GTPase-activating activity inhibitors, confirmation, biochemical, ADP Hunter fluorescence; MgcRacGAP-stimulated Rac1 GTP hydrolysis, ADP Hunter fluorescence; higher % means a stronger effect; GST-tagged Rac1 F28L mutant substrate; one-dose inhibition, % at 30 µM; IC50 in µM for titrated hits; actives 0.6% (n = 340,000);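 active = first-screen hits whose inhibition reached a set limit at any dose in the follow-up dose series; inconclusive = inhibition above the set first-screen limit but never retested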;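 note: fluorescence reports GDP produced by GAP-driven GTP hydrolysis; strong numbers were not always called active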
Salmonella PhoP GFP – PhoP-dependent GFP reporter repression – Salmonella Typhimurium, primary screen (AID 1863). S. Typhimurium PhoP-regulated promoter GFP reporter, 4 h; higher % means a stronger effect. one-dose inhibition, % at 50 µM; IC50 in µM for titrated hits. actives 0.16% (n = 300,000);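 active = inhibition over 29.93%, a cutoff 3 SD above the screen mean, later confirmed by dose response; inconclusive = inhibition over 29.93% but no dose response follow-up; inactive = inhibition at most 29.93% or unconfirmed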;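 note: 0% = low Mg2+ inducing control and 100% = high Mg2+ repressing control; strong numbers were not always called active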
T cell HTS – T cell immune modulators affecting CD8 T cell-vesicle binding; 2C CD8+ T cell-vesicle binding, flow cytometry; hits give low values; calls only at 7 µM; actives 0.068% (n = 330,000); AID 2052;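 active = response, share of CD8 T cells binding vesicles, and their 90th percentile fluorescence all below set limits, cut at about 80% in these data, passing the limit was not always enough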
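Material: 2C TCR transgenic mouse naive CD8+ T cells, MACS-purified. Also added: QL9-charged Drosophila Ld/ICAM-1/B7-1 vesicles. Timing: binding 1.5 h at 37 °C. Measured by: high-throughput flow cytometry with anti-B7-1 and anti-CD8 staining. Read-out: percent CD8+ FL2 mean versus row control. Controls: Unloaded micro-vesicles (low), QL9 vesicles with 0.7% DMSO (high).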
Dengue-2 NS5 capping – Dengue-2 NS5 methyltransferase inhibitors, primary screen, biochemical, confirmation dose response (AID 588689); Dengue-2 NS5 methyltransferase capping enzyme assay, biochemical; higher % means a stronger effect; one-dose inhibition, % at 25 µM; IC50 in µM for titrated hits; actives 0.3% (n = 340,000); in the data active = a potency from the dose series; inconclusive = inhibition above about 29% without an active follow-up result
NTR1 ag – agonists of NTR1, primary screen, imaging, U2OS cells, beta-arrestin-GFP, high content (AID 493036); NTR1-U2OS beta-arrestin-GFP spot imaging, agonist mode; activation, % at 20 µM; actives 0.17% (n = 330,000);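 active = activation at or above 40% of the spot to cytoplasm intensity ratio, with at least 20 cells analyzed; inconclusive = wells under 20 cells, flagged as cytotoxic or low count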;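 note: 0% = DMSO without peptide and 100% = 100 nM NTR1 peptide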
Target sequence (P30989 whole entry, looked up): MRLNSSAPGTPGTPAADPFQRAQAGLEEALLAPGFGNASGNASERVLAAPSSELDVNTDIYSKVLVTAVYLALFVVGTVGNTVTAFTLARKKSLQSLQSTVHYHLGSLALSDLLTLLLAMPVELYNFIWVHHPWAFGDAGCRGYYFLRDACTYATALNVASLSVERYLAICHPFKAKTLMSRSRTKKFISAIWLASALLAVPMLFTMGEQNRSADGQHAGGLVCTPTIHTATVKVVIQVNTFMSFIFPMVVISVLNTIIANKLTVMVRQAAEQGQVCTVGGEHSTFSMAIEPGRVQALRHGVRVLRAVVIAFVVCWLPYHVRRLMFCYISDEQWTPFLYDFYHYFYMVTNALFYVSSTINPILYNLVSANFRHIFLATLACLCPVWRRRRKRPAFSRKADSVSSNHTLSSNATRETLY
West Nile antiviral – West Nile virus antiviral activity, cell-based, CPE readout (AID 1621); West Nile virus-infected cells, CPE inhibition; higher % means a stronger effect; actives 0.02% (n = 290,000); CPE inhibition, % at 10 µM; hits with a dose series show IC50 in µM; in the data active = a potency from the dose series; inconclusive = CPE inhibition mostly from about 3.7% at the one dose, without a potency; inactive = the rest, 99 in 100 with CPE inhibition below about 2.2%; note: strong numbers were not always called active
T cell HTS vesicle-bound % – recorded beside T cell HTS, whose call it bears; double positive events, %; measured here: CD8+ vesicle-bound cell fraction;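 binding gate set so that unloaded-vesicle control wells show 10% double positive cells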
NTR1 ag cell count 20 µM – recorded beside NTR1 ag, whose call it bears; cell count; measured here: cell count, cytotoxicity flag
The depositor's hits bear a star; i = inactive; ? = inconclusive; . = no result given; [ ] = remark or other dose.

SMILES	K1F lysis inhibition	SV40 large T antigen	RSV CPE inhibition	Rac1 GTP hydrolysis	Salmonella PhoP GFP	T cell HTS	T cell HTS vesicle-bound %	Dengue-2 NS5 capping	NTR1 ag	NTR1 ag cell count 20 µM	West Nile antiviral
Cc1ccsc1C1C(C(=O)O)c2ccccc2C(=O)N1C (stereo not given)	1.0%	-3%	1.6%	12%	-9%	i	18	0%	-2.4	62	0.2%
CCOC(=O)N1CCN(C(=O)COC(=O)CSc2ccc([N+](=O)[O-])cc2)CC1	0.5%[50 µM]	5%	0.1%	11%	-2%	i	58	7%	0.1	83	.
COc1ccc(S(=O)(=O)Nc2ccc(-c3ccc(N4CCCC4)nn3)cc2)cc1C	1.6%[50 µM]	7%	1.1%	6%	-2%	i	44	9%	0.8	70	.
COc1ccc(CCC(=O)N2CCN(S(=O)(=O)c3ccc4ccccc4c3)CC2)cc1	-0.7%	-4%	0.2%	5%	-6%	i	35	2%	4.8	49	-0.5%
CCN(CC)S(=O)(=O)c1cccc(NC(=O)CCNC(=O)NC23CC4CC(CC(C4)C2)C3)c1	1.8%[50 µM]	14%	14%	3%	-1%	i	57	0%	3.2	55	.
Cc1ccc(CNC(=O)CCCC(=O)Nc2cc(C)on2)cc1	-0.9%	.	0.6%	6%	.	i	49	1%	-0.6	43	0.1%
Nc1c(Cl)cnc(C(Cl)(Cl)Cl)c1Cl	-0.3%	9%	0.3%	3%	7%	i	29	-10%	1.2	47	-0.2%
CCCc1c(O)nc(SC2CC(=O)N(c3cc(OC)ccc3OC)C2=O)[nH]c1=O (stereo not given)	0.0%	-2%	2.7%	11%	3%	i	33	-2%	0.3	96	0.4%
CCOC(=O)C1CCCN(CCC(=O)Nc2ccc(F)c(F)c2)C1 (stereo not given)	0.1%	10%	0.6%	17%	27%	i	32	-2%	0.6	66	-0.3%
O=C1N/C(=C/c2ccc(N3CCOCC3)o2)C(=O)N1c1cccc(Cl)c1	-0.5%	3%	2.5%	9%	-1%	i	22	-50%	5.9	76	-0.2%
COc1ccc(NC(=O)COc2nc3ccccc3nc2N2CCOCC2)c(OC)c1	0.2%	-3%	-0.6%	6%	0%	i	63	0%	1.1	31	-0.7%
O=C(Cn1cc([N+](=O)[O-])cn1)NC1CCCCCC1	0.8%	7%	0.5%	9%	0%	i	15	7%	2.7	57	0.2%

The list goes on; it opens with the seven that closed the last part.
SMILES	K1F lysis inhibition	SV40 large T antigen	RSV CPE inhibition	Rac1 GTP hydrolysis	Salmonella PhoP GFP	T cell HTS	T cell HTS vesicle-bound %	Dengue-2 NS5 capping	NTR1 ag	NTR1 ag cell count 20 µM	West Nile antiviral
Cc1ccc(CNC(=O)CCCC(=O)Nc2cc(C)on2)cc1	-0.9%	.	0.6%	6%	.	i	49	1%	-0.6	43	0.1%
Nc1c(Cl)cnc(C(Cl)(Cl)Cl)c1Cl	-0.3%	9%	0.3%	3%	7%	i	29	-10%	1.2	47	-0.2%
CCCc1c(O)nc(SC2CC(=O)N(c3cc(OC)ccc3OC)C2=O)[nH]c1=O (stereo not given)	0.0%	-2%	2.7%	11%	3%	i	33	-2%	0.3	96	0.4%
CCOC(=O)C1CCCN(CCC(=O)Nc2ccc(F)c(F)c2)C1 (stereo not given)	0.1%	10%	0.6%	17%	27%	i	32	-2%	0.6	66	-0.3%
O=C1N/C(=C/c2ccc(N3CCOCC3)o2)C(=O)N1c1cccc(Cl)c1	-0.5%	3%	2.5%	9%	-1%	i	22	-50%	5.9	76	-0.2%
COc1ccc(NC(=O)COc2nc3ccccc3nc2N2CCOCC2)c(OC)c1	0.2%	-3%	-0.6%	6%	0%	i	63	0%	1.1	31	-0.7%
O=C(Cn1cc([N+](=O)[O-])cn1)NC1CCCCCC1	0.8%	7%	0.5%	9%	0%	i	15	7%	2.7	57	0.2%
Cc1ccc(CN(Cc2cccnc2)C(=O)CN2C(=O)COc3ccccc32)o1	3.8%	14%	0.3%	7%	-6%	i	12	-7%	-0.8	64	0.7%
Cc1nn(-c2ccccc2)c(C)c1CN	2.4%	3%	2.7%	2%	18%	i	24	5%	-0.1	54	0.9%
O=C(NC1Cc2ccccc2C1)c1cc(COc2ccc(F)cc2Cl)on1	1.2%	10%	0.3%	6%	-14%	i	56	-7%	-0.6	87	-0.2%
O=C(NCc1ccc(F)cc1F)Nc1cnccc1C(F)(F)F	0.1%	13%	1.9%	0%	-7%	i	24	3%	-1.4	48	-0.3%
CC(NC(=O)CC1SC(N)=NC1=O)c1ccccc1 (stereo not given)	0.0%	1%	1.0%	2%	4%	i	59	-7%	1.9	91	0.9%
CCOC(=O)c1cn(CC(=O)Nc2cccc(Cl)c2)nn1	0.7%	21%	0.8%	2%	-9%	i	58	2%	3.3	76	-0.7%
CCCn1nnc(NC(=O)c2ccc(Cl)cc2Cl)n1	5.6%	7%	1.3%	14%	7%	i	42	-5%	-1.0	77	0.3%
O=C(CCc1ccc(S(=O)(=O)N2CCOCC2)cc1)OCc1nc2ccccc2s1	-0.6%	9%	0.8%	-6%	9%	i	32	0%	-2.1	103	-0.1%
COc1ccc(/C=C(\NC(=O)c2ccco2)C(=O)N2CCCCC2)cc1	0.0%	33%	0.5%	4%	3%	i	47	-4%	-1.8	62	-0.9%
Cc1cc(=O)[nH]c2cc(Cl)ccc12	-0.1%	6%	?	3%	19%	i	20	0%	-0.9	53	0.3%
Cc1occc1C(=O)NCCCCc1ccccc1	2.5%	1%	0.7%	7%	-4%	i	52	-9%	-1.9	52	0.3%
COC(=O)C1C(=O)C=C(Nc2ccc(F)cc2)CC1c1ccc(OC)cc1 (stereo not given)	1.4%[50 µM]	5%	-0.5%	9%	2%	i	19	-3%	1.0	77	-0.7%

3 structures already listed, arranged by number of heavy atoms, low to high.
SMILES	K1F lysis inhibition	SV40 large T antigen	RSV CPE inhibition	Rac1 GTP hydrolysis	Salmonella PhoP GFP	T cell HTS	T cell HTS vesicle-bound %	Dengue-2 NS5 capping	NTR1 ag	NTR1 ag cell count 20 µM	West Nile antiviral
Cc1occc1C(=O)NCCCCc1ccccc1	2.5%	1%	0.7%	7%	-4%	i	52	-9%	-1.9	52	0.3%
O=C(NCc1ccc(F)cc1F)Nc1cnccc1C(F)(F)F	0.1%	13%	1.9%	0%	-7%	i	24	3%	-1.4	48	-0.3%
O=C(CCc1ccc(S(=O)(=O)N2CCOCC2)cc1)OCc1nc2ccccc2s1	-0.6%	9%	0.8%	-6%	9%	i	32	0%	-2.1	103	-0.1%

Additional structures follow:
SMILES	K1F lysis inhibition	SV40 large T antigen	RSV CPE inhibition	Rac1 GTP hydrolysis	Salmonella PhoP GFP	T cell HTS	T cell HTS vesicle-bound %	Dengue-2 NS5 capping	NTR1 ag	NTR1 ag cell count 20 µM	West Nile antiviral
COc1cc(OC)cc(C(=O)Nc2ccc3c(c2)OCCO3)c1	0.0%	12%	1.3%	0%	-2%	i	68	-1%	1.1	47	-0.3%
O=C1CSC(c2ccc(F)cc2)N1c1nc2ccccc2s1 (stereo not given)	-0.1%[50 µM]	4%	4.0%	-2%	8%	i	52	1%	2.8	50	-0.9%
CCOc1ccc(C(=O)CCC(=O)NN2C(=O)NC3(CCCCC3)C2=O)cc1	0.4%[50 µM]	.	0.9%	0%	.	i	32	4%	0.4	59	.
CCCCNc1nc(=S)[nH]c2cc(OC)c(OC)cc12	1.0%	13%	-0.3%	62µM*	15%	i	24	-1%	1.8	68	-0.8%
CCc1ccc(NC(=S)NCC2CCCN2CC)cc1 (stereo not given)	-0.1%	3%	-2.4%	-1%	-4%	i	22	-10%	-0.2	51	0.2%
CC(C)(C)N1CC(c2nc3ccccc3n2CCOc2ccccc2)CC1=O (stereo not given)	-0.5%	18%	2.7%	10%	3%	i	24	-3%	2.1	46	-0.3%
Oc1ccc(/C=N/Nc2nccnc2Cl)c(O)c1	-0.2%	17µM*	19%	13µM*	65µM*	i	35	3%	2.6	85	?
CCn1cc(C(=O)NCC(C)C)c(=O)c2cc(F)c(N3CCN(C)CC3)cc21	.	15%	-2.4%	.	38µM*	i	29	.	-0.5	44	-0.3%
CCOc1ccc(-c2cc(C(=O)NN)[nH]n2)cc1	0.5%[50 µM]	9%	4.6%	0%	-11%	i	41	1%	9.2	72	.
CCOC(=O)C1(CC)NC(c2cccc(F)c2)C2C(=O)N(CC)C(=O)C21 (stereo not given)	0.1%	1%	2.0%	0%	5%	i	8	-3%	0.3	91	-0.3%
O=C(CN1CCN(C(=O)c2cccc(S(=O)(=O)N3CCCC3)c2)CC1)Nc1ccccc1Cl	0.6%[50 µM]	.	1.0%	0%	.	i	27	-3%	-2.9	57	.
C#CCOCCOCCOCCNc1nc(N2CCN(C(=O)CCCCCCCCCCNC(=O)Cn3cc(C[C@@H](C)O)nn3)CC2)nc(N2CCN(C(=O)CCCCCCCCCCNC(=O)[C@@H]([C@H](C)O)n3cc(C)nn3)CC2)n1	0.2%	7%	22%	5%	-1%	i	42	2%	5.8	102	.
COc1ccccc1OCCSc1ncnc2nc[nH]c12	0.3%	20%	0.1%	9%	-6%	i	23	-2%	0.4	54	0.0%
COc1ccc(S(=O)(=O)NCCSCc2ccc(Cl)cc2)cc1NC(C)=O	-1.1%[50 µM]	.	.	4%	.	.	.	-2%	-0.2	56	.
O=C(Nc1ccccc1-c1ccccc1)c1cccc([N+](=O)[O-])c1	-0.5%	13%	8.3%	-6%	-4%	i	28	1%	1.0	73	-1.1%
C#CCn1c(CCNC(=O)c2ccco2)nc2ccccc21	0.2%	6%	4.8%	2%	-1%	i	52	-3%	1.0	56	-0.2%
Cc1ccc(Nc2nc3nonc3nc2N(C)C)cc1	6.9%	10%	0.1%	13%	-1%	i	39	3%	0.2	54	-0.2%
COc1ccc(N2CCN(C(=O)CCNS(=O)(=O)c3cc(Br)cnc3N)CC2)cc1	0.3%	?	-0.1%	11%	10%	i	42	-4%	0.2	69	-0.7%
